From PubChem
Dengue inhibitors: Dengue virus cytopathic effect inhibitors, cell-based, CPE readout, HTS (AID 540333). CPE inhibition, % at 20 µM. 10,000 compounds, 3.1% hits. Dengue virus CPE inhibition in host cells; hits give high values; in the data active = CPE inhibition mostly above about 9.1%, no sharp cut-off; inactive = mostly below about 7.2%
An asterisk follows results filed as active; i = inactive.

Start of the data: the first 18 entries as a preview:
SMILES	Dengue inhibitors
CN(C)C1C(=O)c2ccccc2C1=O	i
Cc1c(C(=O)N2CCc3ccccc3C2)oc2ccc(S(=O)(=O)N3CCCCCC3)cc12	5.7
Cc1cc(OCCOCCN(C)C)ccc1Cl	0.8
COc1cc(C(=O)OCCNC(=O)c2ccncc2)cc(OC)c1OC	0.0
O=C(NCC1CCCO1)C(c1cccs1)N(Cc1ccccc1)C(=O)c1ccc(-c2ccccc2)[nH]1 (configuration not stated)	8.1
COc1ccc2c(c1)O/C(=C\c1sccc1C)C2=O	0.1
O=C1CN(C(=O)CSc2nnc3ccccn23)c2ccccc2N1	0.8
C(=C\c1ccccc1)/CNn1cnnc1	0.0
O=C(CSCc1ccccc1Br)NC1CC1	i
COC(=O)NNC(=S)NCc1ccc(C)cc1	0.1
COc1cccc2c(=O)c3cccc(N)c3[nH]c12	i
NS(=O)(=O)c1cccc(NC(=O)COC(=O)C2(c3cccc(F)c3)CCCC2)c1	0.9
CCOc1cc(/C=C2\C(=O)N(CCc3ccc(OC)c(OC)c3)C(C)=C2C(=O)OC)ccc1O	2.6
CCOC(=O)c1nnn(CC(=O)N2N=C(c3cc(C)ccc3C)CC2c2ccc(OC)cc2)c1C(=O)OCC (configuration not stated)	3.1
Cc1ccc(-c2csc3ncnc(NS(=O)(=O)c4ccc(Cl)cc4)c23)cc1	0.3
CCc1c(C(=O)N/N=C/c2ccsc2)csc1C	0.5
Cc1csc(NC(=O)c2cc([N+](=O)[O-])cc([N+](=O)[O-])c2)n1	0.1
Cn1cnc([N+](=O)[O-])c1Oc1ccc2ccccc2c1	0.9

Main list, from the start:
SMILES	Dengue inhibitors
CN(C)C1C(=O)c2ccccc2C1=O	i
Cc1c(C(=O)N2CCc3ccccc3C2)oc2ccc(S(=O)(=O)N3CCCCCC3)cc12	5.7
Cc1cc(OCCOCCN(C)C)ccc1Cl	0.8
COc1cc(C(=O)OCCNC(=O)c2ccncc2)cc(OC)c1OC	0.0
O=C(NCC1CCCO1)C(c1cccs1)N(Cc1ccccc1)C(=O)c1ccc(-c2ccccc2)[nH]1 (configuration not stated)	8.1
COc1ccc2c(c1)O/C(=C\c1sccc1C)C2=O	0.1
O=C1CN(C(=O)CSc2nnc3ccccn23)c2ccccc2N1	0.8
C(=C\c1ccccc1)/CNn1cnnc1	0.0
O=C(CSCc1ccccc1Br)NC1CC1	i
COC(=O)NNC(=S)NCc1ccc(C)cc1	0.1
COc1cccc2c(=O)c3cccc(N)c3[nH]c12	i
NS(=O)(=O)c1cccc(NC(=O)COC(=O)C2(c3cccc(F)c3)CCCC2)c1	0.9
CCOc1cc(/C=C2\C(=O)N(CCc3ccc(OC)c(OC)c3)C(C)=C2C(=O)OC)ccc1O	2.6
CCOC(=O)c1nnn(CC(=O)N2N=C(c3cc(C)ccc3C)CC2c2ccc(OC)cc2)c1C(=O)OCC (configuration not stated)	3.1
Cc1ccc(-c2csc3ncnc(NS(=O)(=O)c4ccc(Cl)cc4)c23)cc1	0.3
CCc1c(C(=O)N/N=C/c2ccsc2)csc1C	0.5
Cc1csc(NC(=O)c2cc([N+](=O)[O-])cc([N+](=O)[O-])c2)n1	0.1
Cn1cnc([N+](=O)[O-])c1Oc1ccc2ccccc2c1	0.9
CCOC(=O)C/C(C)=N/NC(=O)Nc1ccccc1	i
C[C@H](CO)N1C[C@H](C)[C@@H](CN(C)C(=O)Nc2ccc3c(c2)OCO3)Oc2c(NC(=O)Nc3ccc4c(c3)OCO4)cccc2C1=O	i
Fc1ccccc1NC(=S)N1CCN(c2ccccn2)CC1	0.3
CCn1c(C)c(C2=CCN(S(=O)(=O)c3ccc(C)cc3)CC2)c2ccccc21	i
CC(Oc1ccc(Cl)cc1Cl)C(=O)NN=C1CCN(C)CC1 (configuration not stated)	0.5
CCCCn1nc2cc(C(=O)NCc3ccco3)ccc2c1OCC	i
COc1ccc2c(CN3CCN(S(=O)(=O)c4cccs4)CC3)cc(=O)oc2c1	i
CC(CC1CC(C)(C)OC1=O)C(=O)Nc1ccc([N+](=O)[O-])cc1 (configuration not stated)	1.1
CC1CCc2c(sc(NC(=O)C3c4ccccc4Oc4ccccc43)c2C(N)=O)C1 (configuration not stated)	1.1
COc1ccccc1NS(=O)(=O)c1cc(NC(=O)/C=C/c2cccs2)ccc1N1CCOCC1	2.5
CC(=O)Nc1ccc(S(=O)(=O)N2CCN(c3ccc([N+](=O)[O-])c(NCCN4CCOCC4)c3)CC2)cc1	i
C/C(=N\N1CCN(C2c3ccccc3-c3ccccc32)CC1)c1ccco1	i
COc1ccc(/C=N/NC(=O)c2ccc(CSc3nc(C)cc(C)n3)cc2)cc1O	1.2
O=C(Cc1cccs1)Nc1nnc(SCc2ccc(F)cc2)s1	0.5
Cn1c(=O)n(C)c2cc([N+](=O)[O-])c(N3CCN(C(=O)c4cccc(Cl)c4)CC3)cc21	i
CCOC(=O)c1cc(-c2ccccc2)nn1CC1CC(c2ccc(Cl)cc2)=NO1 (configuration not stated)	0.5
Cc1nc2ccccc2nc1OCc1cccc(Cl)c1	i
C/C(=C\C(=O)C(F)(F)F)Nc1ccc(C)cc1	i
O=c1[nH]c2ccccc2cc1CN(c1ccccc1)S(=O)(=O)c1ccccc1	4.2
CCOc1ccc(C(=O)NC(=S)Nc2ccc(NC(=O)C(C)C)cc2)cc1[N+](=O)[O-]	i
COc1cc(-c2nc(-c3cccnc3)no2)cc(OC)c1OC	0.0
Cc1ccc(NC(=O)CSC2=NCCN2)cc1	0.9
O=C(NCCO)C(=O)NCC1OCCCN1S(=O)(=O)c1cccs1 (configuration not stated)	i
CCCN(CC1CC1)C(=O)COC(=O)c1ccc(CNS(=O)(=O)c2ccc(F)c(Cl)c2)cc1	i
Cc1ccc(CN2CCc3c(OCc4ccc(F)cc4)cccc3C2=O)cc1	23.2*
O=C1c2cc(N3CCCC3)c([N+](=O)[O-])cc2C(=O)N1c1ccccc1	i
Cn1nccc1CNC(=O)c1ccnn1C	i
O=C(NC1CCCCC1)N(C1=NCCCCC1)c1ccc(Br)cc1	0.1
Cc1occc1C(=O)NNC(=O)C1CCCCC1	0.0
Cc1nn(CCC(=O)NNC(=S)Nc2ccc(F)cc2)c(C)c1Br	i
COc1ccccc1C1C2=C(CC(C)(C)CC2=O)Nc2nnnn21 (configuration not stated)	1.0
COc1ccc(OC)c(-c2csc(NC(=O)CSc3ccc(Br)cc3)n2)c1	4.7
CC1(C)Nc2ccccc2C(=O)N1NS(=O)(=O)c1ccccc1	0.0
CCN(CC)S(=O)(=O)c1cc(C(=O)OCC(=O)Nc2cccc(Br)c2)ccc1F	i
CC1=NN(C(=O)CCc2ccccc2O)C(O)(C(F)(F)F)C1 (configuration not stated)	i
CNS(=O)(=O)c1cccc(C(=O)OCC(=O)/C=C2/N(C)c3ccccc3C2(C)C)c1	1.0
COc1ccc(/C=N/Nc2cc(OC)ncn2)cc1	i
O=C(/C=C/c1cccc([N+](=O)[O-])c1)NC(=S)Nc1cccc(NC(=O)c2ccccc2Cl)c1	i
COc1ccc(N2CCN(C(=O)C3CC(O)CN3S(=O)(=O)c3ccc([N+](=O)[O-])cc3)CC2)cc1 (configuration not stated)	i
COC(=O)/C=C\C(=O)Nc1cccc([N+](=O)[O-])c1	0.4
CCCCOc1cccc(OCC(=O)Nc2nc3ccccc3[nH]2)c1	3.0
OC(CNCc1ccccn1)c1ccccc1 (configuration not stated)	0.7

Reprinted from the listing for reference:
SMILES	Dengue inhibitors
CCCCOc1cccc(OCC(=O)Nc2nc3ccccc3[nH]2)c1	3.0
OC(CNCc1ccccn1)c1ccccc1 (configuration not stated)	0.7

The list continues:
SMILES	Dengue inhibitors
Cc1cccc(N2CCN(C(=O)c3csc4ccccc34)CC2C)c1 (configuration not stated)	i
CCCCn1c(O)c(N=NC(=O)c2ccccc2NS(=O)(=O)c2cccs2)c2ccccc21	2.2
Cc1cccc(C(=O)Nc2nsc(N)n2)c1	0.6
Cc1cc(C)nc(NS(=O)(=O)c2ccc(NC(=O)c3cccc(N4C(=O)CCC4=O)c3)cc2)n1	i
COc1ccccc1OCC(=O)NCCSCc1cccc(Cl)c1	i
CCN(CC)S(=O)(=O)c1ccc2c(c1)nc(CCC(=O)Nc1ccc3c(c1)OCO3)n2C	i
CCCN1Cc2cccc(C(=O)Nc3ccc(CN4CCCC4)cc3)c2C1=O	i
CCOC(=O)c1ccc(NC(=O)c2c(N)n(C)c(=O)n(C)c2=O)cc1	i
CCCCCC[n+]1c(-c2ccc(Cl)cc2Cl)csc1Nc1ccccc1	2.6
Cc1ccc(C)c2c1cc(C)c1nnc(SCC(=O)NCc3ccc4c(c3)OCO4)n12	i
CCc1sc(C(=O)Nc2ccc(NC(C)=O)cc2)cc1C	0.6
COC(=O)c1ccc(-c2c(-c3ccccc3)ncc3cc(F)ccc23)cc1	2.9
Cc1csc(C(=O)O)c1-c1c(C)csc1C(=O)O	i
CC(=O)c1ccc(NC(=O)CN2C(=O)/C(=C/C(C)=C/c3ccccc3)SC2=S)cc1	0.2
CSCCC(NC(=O)c1ccccc1Br)C(=O)Nc1ccc(C)cc1 (configuration not stated)	2.9
COC(=O)c1c(NC(=O)COC(=O)c2ccc(Cl)cc2[N+](=O)[O-])sc2c1CCCCC2	3.4
O=C(CCC(=O)Nc1ccc(Cl)cc1Cl)NNC(=O)[C@@H]1CCCC[C@@H]1C(=O)O	i
C#Cc1ccc([C@H]2C=C(C(=O)NCc3nc4ccccc4[nH]3)O[C@@H](OCc3ccc(CO)cc3)C2)cc1	i
COc1cccc(NC(=O)CN(C)C(=O)COc2ccc3ccccc3c2)c1	0.1
Cc1sc2nc(CSc3ccccc3)nc(NCCN(C)C)c2c1C	i
O=C(CSc1nncs1)Nc1cc(-c2ccccc2)nn1-c1ccccc1	i
C#CCNC(=O)C1=C[C@@H](c2ccc3c(c2)OCO3)C[C@@H](OCCCCO)O1	0.2
CC(CCc1ccccc1)NC(=O)Cc1ccc([N+](=O)[O-])cc1 (configuration not stated)	i
Cc1ccc(S(=O)(=O)/N=C(\Nc2cccc(C)c2)Nc2nc(C)cc(C)n2)cc1	1.8
Cc1ccc(NC(=S)NCc2ccccc2Cl)c(C)c1	1.4
Cc1nc2ccc(NC(=O)c3ccc([N+](=O)[O-])cc3)cc2s1	i
CC(C)CN(C(=O)CN1CCN(c2ccc(O)cc2)CC1)c1c(N)n(CC(C)C)c(=O)[nH]c1=O	i
COC(=O)c1ccccc1NS(=O)(=O)c1ccc2[nH]c(=O)[nH]c2c1	i
CCOc1ccc(/C=C(\C#N)C(=O)Nc2cccnc2)cc1	0.2
O=C(OC1Cn2c(=O)ccc(=O)n2C1)c1ccc([N+](=O)[O-])cc1	i
Clc1cc(Br)ccc1OCCCNCc1ccccc1	i
O=C(Cc1cccc2ccccc12)Nc1ccc(OC(F)F)c(Cl)c1	3.3
O=C1CS/C(=N/N=C/c2ccccc2OS(=O)(=O)c2ccccc2)N1	0.5
COCC(C)NCC(=O)NC(C)CCc1ccccc1 (configuration not stated)	i
Cc1cccc(NC(=O)Cn2c(/C=C/c3ccccc3)nc3ccccc32)c1	3.5
O=C(Nc1ncc(Cc2ccccc2Cl)s1)c1ccc([N+](=O)[O-])cc1	0.6
CC(C)Oc1ccc(C(CC(=O)N(C)CCC#N)c2ccc(F)cc2)cc1 (configuration not stated)	0.7
COC(=O)c1ccc(-n2cc(-c3ccc(OC)cc3)[nH]c2=S)cc1	0.6
O=C1C2=C(CCCC2)C(=O)N1c1cccc(OCCBr)c1	0.6
Cc1nn(-c2ccccc2)c(N)c1C(O)(C(F)(F)F)C(F)(F)F	0.3
Cc1cccc(C)c1NC(=O)CCCSc1nnc(-c2ccc(Cl)cc2)n1-c1ccccc1	6.1
FC(F)(F)c1cccc(N2CCN(C(=S)NC3CCCCC3)CC2)c1	i
COc1ccc(-c2nc3cc(NC(=S)NC(=O)Cc4ccccc4)ccc3o2)cc1	3.9
CC1=CC(c2ccccc2)n2nc(N)nc2N1 (configuration not stated)	i
CC(C)NC(=S)N1CCN(S(=O)(=O)c2cccc(C(F)(F)F)c2)CC1	1.5
COc1ccc(-c2c(C#N)c(SCC(=O)c3cc4ccccc4oc3=O)nc(C)c2C(=O)Nc2ccccc2)cc1	i
Cc1cccc(C)c1NC(=O)COC(=O)CCc1ccc(S(=O)(=O)N2CCCCC2)cc1	i
Cc1ccc(Nc2ccc(C(N)=O)cc2[N+](=O)[O-])cc1	0.3
CC(=O)Nc1ccc(S(=O)(=O)NNC(=O)CCC(=O)Nc2cc(C)ccc2C)cc1	1.4
CCOC(=O)C1=C(c2ccccc2)ON(C)C1c1ccccc1 (configuration not stated)	0.9
CC(C)CNC(=S)N(Cc1ccco1)Cc1cc2cc3c(cc2[nH]c1=O)OCCO3	0.9
C=CCc1cccc(/C=N/NC(=O)C(C)Nc2ccc(C)cc2)c1O (configuration not stated)	0.2
COc1ccc(NC(=O)CSc2ccccc2)cc1S(=O)(=O)N1CCCCC1	i
CC(=O)N1N=C(c2cccc([N+](=O)[O-])c2)OC1(C)CC(=O)Nc1ccccc1 (configuration not stated)	0.2
N#Cc1c(Cl)nc(N/N=C/c2ccccc2)c(Cl)c1Cl	i
Cc1cccc2cc3c(N)c(C(=O)N4CCCc5ccccc54)sc3nc12	1.8
C#CCOCCOCCOCCNc1nc(N2CCN(C(=O)CCCCCCCCCCNC(=O)[C@H](CCC(=O)O)n3cc(CCCCCN)nn3)CC2)nc(N2CCN(C(=O)CCCCCCCCCCNC(=O)[C@@H]([C@H](C)O)n3cc(C)nn3)CC2)n1	i
Cc1cc(NC(=O)COC(=O)c2oc3c(ccc4ccccc43)c2C)no1	2.6
CCOc1cc(NC(=S)NCc2ccco2)c(OCC)cc1NC(=O)C1CC1	10.0
Cc1cc(C(=O)OC(C(=O)Nc2ccc(C)c(Cl)c2)c2ccccc2)c(C)o1 (configuration not stated)	14.6*

(listing goes on)
SMILES	Dengue inhibitors
N#Cc1cc([N+](=O)[O-])ccc1N1CCCC1	i
C=CCNC(=S)N1CCN(c2cccc(C(F)(F)F)c2)CC1	0.6
CNC(=O)/C(C#N)=C\c1ccc(CNS(=O)(=O)c2ccccc2)o1	i
CCOc1ccc2nc(SCC(=O)Nc3ccc4c(c3)OCO4)sc2c1	0.2
CC(Oc1ccc(Cl)cc1Cl)C(=O)NCCC1=CCCCC1 (configuration not stated)	5.2
Cc1ccc(/C=C/C(=O)Nc2ccc([N+](=O)[O-])c(NC(=O)/C=C/c3ccc(C)o3)c2)o1	2.5

The list is partial (hit frequency here may not be typical).
